# BoNT-A LC inh2: inhibitors of Botulinum neurotoxin A light chain protease. multiplex microsphere protease substrate cleavage, flow cytometry. hit rate 0.17% among 360,000. inhibition, % at 10 µM; further: plate controls were buffer without enzyme for full effect and enzyme alone for no effect
# PfHsp40 rescue: restores yeast growth despite PfHsp40 toxicity; AID 504582; S. cerevisiae expressing PfHsp40, growth rescue, ATP luminescence; growth rescue, % at 12.5 µM; hit rate 0.68% among 340,000; in the data active means growth rescue above about 28%, passing the limit was not always enough; inconclusive means no clear call, values can overlap the other calls;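 further: yeast W303a lacking pdr1 and pdr3 grown in galactose medium; growth measured after three days at 30 °C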
# Yp Topo-I inh: blocks Yersinia pestis topoisomerase I activity. Y. pestis Topo-I cleavage product accumulation, plate reader. activity, % at 10 µM. hit rate 0.064% among 360,000. AID 504884; in the data active means activity above about 50%, passing the limit was not always enough; inconclusive means no clear call, values can overlap the other calls; further: inactives centre near 2
# BoNT-F LC inh: blocks Botulinum neurotoxin F light chain protease; Multiplex microsphere protease cleavage assay, flow cytometry; inhibition, % at 10 µM; hit rate 0.22% among 360,000; in the data active means inhibition above about 35%, passing the limit was not always enough; inconclusive means no clear call, values can overlap the other calls; further: plate controls were buffer without enzyme for full effect and enzyme alone for no effect
# Anthrax LF prot: anthrax lethal factor protease inhibition; P15917; multiplex microsphere protease cleavage assay, LF; inhibition, % at 10 µM; hit rate 0.12% among 360,000; AID 588501; further: plate controls were buffer without enzyme for full effect and enzyme alone for no effect
# FadD28 binding: blocks FadD28 binding to the bisubstrate probe. fluorescence polarization. inhibition, % at 12.5 µM. hit rate 0.22% among 360,000; in the data active means inhibition above about 8.5%, passing the limit was not always enough; inconclusive means no clear call, values can overlap the other calls
# TcdB GH inh: inhibitors of Clostridioides difficile toxin B glycohydrolase. TcdB glycohydrolase enzymatic assay, plate reader. hit rate 0.24% among 350,000. inhibition, % at 9.99 µM. P18177; in the data active means inhibition above about 10%
# CCHF vOTU inh: CCHFV vOTU protease inhibition; Pep-AMC fluorescence; inhibition, % at 11.5 µM; hit rate 0.55% among 370,000; in the data active means inhibition above about 30%; further: 0% = vehicle wells with enzyme and 100% = no enzyme wells
# PrPC surface inh: reduces human prion protein on the cell surface. cell surface PrPC, TR-FRET read-out. P04156. hit rate 0.43% among 370,000. inhibition, % at 13.8 µM; in the data active means inhibition above about 24%; further: 0% = median of the test wells and 100% = reference compound wells
# Starred values were filed as active, the others as inactive; u = inconclusive; x = no result given; & = joins results of further samples. Unless noted, no stated cut-off is given here; in the data, active means inhibition above about 30%; inconclusive means no clear call, values can overlap the other calls; inactive means below that.
SMILES,BoNT-A LC inh2,PfHsp40 rescue,Yp Topo-I inh,BoNT-F LC inh,Anthrax LF prot,FadD28 binding,TcdB GH inh,CCHF vOTU inh,PrPC surface inh
COCCNC(=O)c1cn(C)c(=O)c2cc(OC)c(OC)cc12,-0.5,0.3,0,-8,-1,-0.6,x,3,-1
O=C(O)c1ccc(-n2nc(C(F)(F)F)c3c2-c2ccoc2CC3)cc1,-5.9,-0.7,3,-6,1,-4.4,x,11,2
COC(=O)[C@@H]1C[C@@]2(O)[C@@H](O)[C@@H](O)[C@@H](O)C[C@H]2N1Cc1cc(OC)cc(OC)c1,0.6,-1.2,0,3,1,-1.5,-10,11,12
COc1ccc(CN(Cc2ccncc2)C(=O)CCC(=O)O)cc1,-1.2,-0.3,-8,-5,-3,-3.0,x,4,-5
CCc1[nH]c(=O)c(C#N)c2c1COC(C)(C)C2,0.5,-0.7,-2,3,0,0.7,x,6,2
Cc1cccc(C)c1NC(=O)COC(=O)c1c2c(nc3ccccc13)/C(=C\c1ccc3c(c1)OCO3)CCC2,2.5,0.5,-6,0,2,-3.3,0.0,3,-38
CCN1C(=NCCc2cccnc2)N[C@@H](c2ccccc2)[C@H](C(=O)OC)[C@H]1C,0.0,0.5,0,-1,6,-3.1,x,x,x
O=C(CCC(=O)N(CC(=O)NC1CCCCC1)CC1CCCO1)Nc1nccs1 (stereo not given),-1.0,-0.7,5,-4,3,-3.4,1.7,4,-5
CCc1noc(C)c1C(=O)Oc1ccc(N(C)S(=O)(=O)c2ccc(C)cc2)cc1,0.3,-0.2,46,0,0,-2.8,x,x,x
COc1ccc(/C=N/Nc2nc(-c3ccc(C)cc3)c(NC(C)=O)s2)cc1OC,2.9,-1.3,9,u,36*,0.3,0.2,-2,-7
C/C=C/c1ccc(OCC(=O)Nc2ccc(C(N)=O)cc2)c(OC)c1,-1.8,-0.9,24,-1,-1,-1.2,0.2,-4,7
CCc1cccc(CC)c1NC(=O)/C(C#N)=C/c1ccccc1C(F)(F)F,0.5,1.2,22,-4,0,-4.3,x,-8,13
Cc1ccccc1-c1cc2nc(NCc3ccncc3)n(C)c(=O)c2s1,-0.3,x,29,-1,4,-21,1.3,0,15
COc1cccc(NC(=O)N2CCCC2C(=O)Nc2cc(C)ccc2OC)c1 (stereo not given),1.8,1.1,3,-28,-1,0.1,-0.8,-7,7
Cc1ccc(S(=O)(=O)NNC(=O)c2sc3nc(C)cc(C)c3c2-n2cccc2)cc1,-0.3,-0.2,-2,2,-6,0.2,x,20,-5
Cc1oc2c(cc(NS(=O)(=O)c3ccc4c5c(cccc35)C(=O)N4)c3ccccc32)c1C(=O)OC(C)C,1.7,-0.1,24,1,1,-3.3,x,10,-1
COC(=O)c1[nH]c2c(c1C)C(=O)CC(c1cc(OC)c(OC)c(OC)c1)C2 (stereo not given),-0.6,0.6,4,6,7,-0.4,-0.1,6,14
CCCn1c(NCc2ccco2)nc2c1c(=O)n(C)c(=O)n2C,-0.3,0.5,-2,-10,-2,-3.8,x,6,-1
Cc1cc(Br)c(OCc2ccc(C(=O)N/N=C/c3ccc[nH]3)cc2)c(Br)c1,2.4,-0.4,-5,2,-1,-0.6,0.4,6,26*
O=C(COc1ccc([N+](=O)[O-])cc1)NCCC1=CCCCC1,-0.4,0.6,9,0,-3,-3.4,x,-7,2
CC(C)Cc1nnc(NC(=O)Nc2ccccc2)s1,-1.0,0.4,-6,-7,15,-1.3,-5.1,5,10
Cc1nc(NCc2ccccc2)c2cc[nH]c2n1,-11,13,5,u,-20,-3.8,-0.7,11,13
C/C(=N\NC(=O)c1cccc(S(=O)(=O)N2CCCC2)c1)c1ccco1,-0.7,-1.3,-2,0,-6,-0.6,-2.1,0,4
CCN(CC)c1nc(OC)nc(-n2nnc(C(C)=O)c2C)n1,0.0,0.7,6,-3,-6,0.1,x,3,-3
CC(=O)NCCc1ccc(C(=O)CSc2nnc(C3CC3)n2C2CC2)cc1,0.1,0.6,-13,-8,4,-1.4,-8.5,-5,1
COc1nc(C#N)c(N2CCOCC2)o1,-2.1,-0.6,7,-3,-2,-0.4,0.7,-5,-5
COc1cc(NC(=O)CN2CCN(c3ccccc3O)CC2)c(C)cc1[N+](=O)[O-],0.2,-0.3,18,-6,-2,-3.7,x,0,0
CCn1nc(NC(C)=O)c2cc3cccc(C)c3nc21,0.2,-1.7,3,0,-9,x,1.9,1,5
CCOc1ccc(N=Nc2cc(C(C)C)ccc2O)cc1,-0.8,0.9,4,-6,-2,-4.3,x,-1,5
C=CCNC(=S)N1CCN(c2cccc(C(F)(F)F)c2)CC1,0.0,7.6,0,-6,0,-2.5,0.0,0,3
CN(C)/C=C(\C#N)C(=O)N/N=C/c1ccc(F)cc1,-0.3,3.1,-3,1,-1,-1.6,0.4,0,-2
O=C(NCc1ccccc1)c1cc(C2CCCCN2C(=O)OCCF)on1 (stereo not given),0.2,x,8,-2,0,-3.0,1.1,-6,6
COc1ccc(CN2CC(C(=O)NC3CCCCC3)CC2=O)cc1 (stereo not given),0.0,-0.3,4,0,0,-0.3,2.8,4,3
Cc1ccc(O)c(N=Nc2ccccc2)n1,-0.6,2.0,-7,2,3,-2.6,0.7,-1,1
Cc1ccc(NC(=S)NC(=O)c2ccc(-c3ccccc3)cc2)cc1,0.8,-1.6,-6,-4,-2,-2.0,x,9,2
CCC1(c2ccccc2)NC(=O)N(CC(=O)Nc2cc(S(=O)(=O)N3CCCCC3)ccc2OC(C)C)C1=O (stereo not given),1.4,-0.1,-1,1,2,-1.3,1.3,3,2
C=CCN1C(=O)c2ccc(C(=O)N3CCN(S(=O)(=O)c4cc(C)ccc4C)CC3)cc2C1=O,-21,2.0,3,-28,-10,-1.3,0.1,7,-6
Cc1ccc(S(=O)(=O)N2CCN(C(=O)CSc3nc4ccccc4c(=O)[nH]3)CC2)cc1,-3.5,-2.3,1,-11,-10,-0.1,x,1,-3
CCCn1c(=O)c2ccccc2n2c(SCCOc3ccccc3F)nnc12,1.1,1.6,4,5,-13,-3.7,x,-6,-1
C=CCNc1n[nH]c(=S)s1,-0.2,x,-3,-2,3,0.9,15*,9,-2
Nn1c(-c2ccccc2)nc2cc(Cl)ccc2c1=O,-1.2,0.7,0,-21,12,-1.4,0.2,11,8
CCOC(=O)C1=C(COC(=O)COc2ccccc2C(C)C)NC(=O)NC1C (stereo not given),x,1.3,23,x,x,1.1,0.9,10,-4
CC(C)C(=O)n1nc(-c2cccnc2)nc1NCc1ccc(F)cc1,0.0,-1.2,17,0,-2,-5.1,0.6,-13,10
Cc1ccc(S(=O)(=O)NCc2ccccc2C)cc1,-1.0,1.9,5,u,13,1.5,4.8,-17,-2
Cc1cccc(N2C(=O)CC(c3ccc(F)cc3)C3=C2COC3=O)c1 (stereo not given),0.4,0.2,0,9,4,-3.1,1.3,0,-2
COc1ccc(S(=O)(=O)N2CCN(C3CCN(Cc4ccccc4)CC3)CC2)cc1,0.6,0.1,8,9,3,-3.3,x,2,6
COC(=O)NN=C1CCC(c2ccccc2)CC1 (stereo not given),1.5,-0.5,3,12,-3,-2.4,1.3,14,-2
O=C(NC(=S)Nc1ccccc1Cl)c1cncc(Br)c1,-0.4,2.9,1,u,0,-3.0,0.6,-14,5
O=C(c1cc(N2CCCCC2)nc2ccccc12)N1CCOCC1,1.0,-0.4,2,-3,-4,-1.4,x,-14,-7
Cc1cccc(N=[N+]([O-])c2cccc(C)n2)n1,-0.7,-0.3,5,-5,-2,-2.0,0.9,2,0
# Further entries:
SMILES,BoNT-A LC inh2,PfHsp40 rescue,Yp Topo-I inh,BoNT-F LC inh,Anthrax LF prot,FadD28 binding,TcdB GH inh,CCHF vOTU inh,PrPC surface inh
COc1ccc(/C=N\N=C2/SC(CC(=O)O)C(=O)N2c2ccc(O)cc2)cc1 (stereo not given),4.2,0.3,7,21,1,1.6,x,-1,6
Cc1occc1C(=O)Nc1sc2c(c1C(N)=O)CCC(C(C)(C)C)C2 (stereo not given),0.6,-1.2,-5,-4,3,-0.8,-0.7,-9,-2
Cc1ccc([N+](=O)[O-])cc1-c1ccc(/C=N/NC(=O)CN2CCOCC2)o1,1.2,-0.3,0,-11,-4,0.9,0.3,8,-15
O=C(O)c1cc(S(=O)(=O)Nc2cccc3ccccc23)c(Cl)cc1Cl,-0.1,0.7,-4,-3,-1,0.3,-3.4,3,-4
COc1ccc(-n2ccc(=O)c(C(=O)O)n2)cc1,1.3,-1.0,6,-3,5,0.3,0.1,-2,0
Cc1ccc(C(=O)Nc2ccc3c(c2)OCO3)cc1S(=O)(=O)N1CCOCC1,-1.0,0.6,7,7,4,-0.7,2.3,13,3
Cc1cccc(-n2nnc(C(=O)N3CCc4ccccc4C3)c2N)c1,-0.6,5.3,-2,-13,1,-2.3,x,-7,3
O=C(Nc1ccccc1)c1cc([N+](=O)[O-])ccc1N1CCCCC1,0.5,2.4,10,-4,1,-1.0,-0.1,-5,-5
CCCOC(=O)c1cc(-c2ccc(/C=C3/C(=O)N(C)C(=O)C(C#N)=C3C)o2)ccc1Cl,-2.1,1.6,2,-2,0,-0.3,x,x,x
CCCn1nc(C(=O)Nc2cccc(C(=O)OC)c2)c2ccccc2c1=O,0.1,2.2,0,2,5,-7.5,x,-3,-5
Cn1c(CCc2nc3ccccc3[nH]2)nnc1SCC#N,0.3,-1.1,-5,-10,-4,-1.3,-0.3,-9,1
CC(C)CC1NC(=O)N(CC(=O)Nc2cc([N+](=O)[O-])ccc2F)C1=O (stereo not given),0.4,1.6,-5,-4,-8,x,1.2,10,-20
CC(C(=O)NCc1ccccc1Cl)N1C(=O)c2ccccc2C1=O (stereo not given),-0.6,-0.1,-1,-1,0,-0.2,-3.1,0,-6
CCOC(=O)c1c(NC(=O)c2cccnc2Cl)sc(C(=O)N(C)C)c1C,-0.3,0.6,-3,4,0,-0.6,x,11,-6
Cc1ccc2nc(COC(=O)CNC(=O)c3ccccc3)cn2c1,-5.2,0.2,-9,-9,-4,-3.7,1.9,0,4
CNS(=O)(=O)c1ccc(C(C)(C)C)cc1,0.3,-1.0,5,-4,-7,-2.5,-0.3,13,11
COc1cccc(/C=C/C(=O)NNC(=O)c2ccccc2)c1OC,0.1,-2.1,0,0,-2,-0.3,0.5,-11,0
CC(=O)C1=C(C)Nc2ncnn2C1c1ccc(F)cc1 (stereo not given),1.8,-1.3,2,-7,-9,-1.5,0.9,11,-6
Cc1ccc(C2C3=C(CCCC3=O)Nc3nc(SCC(=O)NCc4ccco4)[nH]c(=O)c32)cc1 (stereo not given),0.7,1.6,-1,1,-12,-2.1,x,-28,-3
COCC(=O)N(C)C[C@H]1Oc2ncc(C#C[C@H](C)O)cc2C(=O)N([C@@H](C)CO)C[C@H]1C,0.2,x,-6,3,5,1.7,-9.5&-3.0&-1.0,13,6
Cc1cc(OCC(=O)NCC(O)c2ccccc2)c2c3c(c(=O)oc2c1)CCCC3 (stereo not given),1.7,-1.1,0,2,-3,-0.5,1.0,-6,-3
Clc1ccc(CSc2nnc(-c3ccc4c(c3)OCO4)o2)cc1,0.2,2.0,25,4,-2,-1.8,x,16,5

# From PubChem BioAssay
